Anthrax LF prot – Bacillus anthracis LF protease inhibitors, primary screen, biochemical, multiplex microsphere, MLPCN library; Lethal factor (Bacillus anthracis), P15917; multiplex microsphere protease cleavage assay; inhibition, % at 10 µM; 360,000 tested, 0.12% active; AID 588501, 2011; further: plate controls were buffer without enzyme for full effect and enzyme alone for no effect
Vc quorum ag – inducers of Vibrio cholerae quorum light production without autoinducers, primary screen, BH1578 luxS cqsA deficient, single point; V. cholerae BH1578 lux reporter, luminescence, 6 h; activation, % at 18.7 µM; 350,000 tested, 0.16% active; AID 588436, 2011; in the data active means activation mostly above about 9.7%, no sharp cut-off; inconclusive means no clear call, values can overlap the other calls; inactive means mostly below about 3.7%; further: not every result past the cut was called active; inactives centre near 0; reference of the scale not given here
BoNT A protease – BoNT/A light chain protease inhibitors, primary screen, biochemical, flow cytometry, MLPCN library; Botulinum neurotoxin type A light chain protease (Clostridium botulinum A str. ATCC 3502); multiplex microsphere protease substrate cleavage; inhibition, % at 10 µM; 360,000 tested, 0.17% active; AID 588499, 2011; further: plate controls were buffer without enzyme for full effect and enzyme alone for no effect
PfHsp40 rescue – rescue of yeast from PfHsp40 toxicity, primary screen, S. cerevisiae, ATP luminescence; S. cerevisiae expressing PfHsp40, growth rescue; growth rescue, % at 12.5 µM; 340,000 tested, 0.68% active; in the data active means growth rescue above about 28%, passing the limit was not always enough; inconclusive means no clear call, values can overlap the other calls;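 further: yeast W303a lacking pdr1 and pdr3 grown in galactose medium; growth measured after three days at 30 °C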
Y pestis TopoI – Yersinia pestis topoisomerase I inhibitors, primary screen, biochemical, cleavage product accumulation, plate reader, single point; DNA topoisomerase I (Yersinia pestis CO92); Y. pestis Topo-I cleavage product accumulation; activity, % at 10 µM; 360,000 tested, 0.064% active; AID 504884, 2011; in the data active means activity above about 50%, passing the limit was not always enough; inconclusive means no clear call, values can overlap the other calls; further: inactives centre near 2
PrPC surface inh – inhibitors of human cell surface prion protein PrPC, primary screen, cell-based, TR-FRET; TR-FRET read-out; inhibition, % at 13.8 µM; 370,000 tested, 0.43% active; in the data active means inhibition above about 24%; further: 0% = median of the test wells and 100% = reference compound wells
TcdB GH inh – TcdB glycohydrolase inhibitors, primary screen, biochemical, single point, plate reader. TcdB glycohydrolase enzymatic assay. Toxin B (Clostridioides difficile), P18177. inhibition, % at 9.99 µM. 350,000 tested, 0.24% active; in the data active means inhibition above about 10%
SARS 3CLpro inh – SARS-CoV 3CLpro protease inhibitors, primary screen, biochemical, quenched FRET; recombinant SARS-CoV 3CLpro, quenched FRET peptide cleavage; inhibition, % at 6 µM; 290,000 tested, 0.14% active; AID 1706, 2009; in the data active means inhibition above about 12%
SSB-PriA inh – inhibitors of Klebsiella pneumoniae PriA binding to SSB C-terminal tail, primary screen, biochemical, AlphaScreen | PriA–SSB C-terminal tail interaction (Klebsiella pneumoniae) | AlphaScreen SSBct-PriA binding, biotinylated peptide | inhibition, % at 33 µM | 430,000 tested, 0.6% active | AID 1272365, 2023; in the data active means inhibition mostly above about 37%, no sharp cut-off; inactive means mostly below about 20%;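 further: plate controls were negative control peptide for no effect and reference peptide for full effect; strong numbers were not always called active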
An asterisk follows results filed as active; i = inactive; ? = inconclusive; . = no result given. Unless noted, no stated cut-off is given here; in the data, active means inhibition above about 30%; inconclusive means no clear call, values can overlap the other calls; inactive means below that. A portion of the library. The share of hits here may be higher or lower than overall.

SMILES	Anthrax LF prot	Vc quorum ag	BoNT A protease	PfHsp40 rescue	Y pestis TopoI	PrPC surface inh	TcdB GH inh	SARS 3CLpro inh	SSB-PriA inh
O=S(=O)(Cc1ccccc1)N1CCCC(c2nc(-c3ccc(F)cc3)no2)C1 (stereo unspecified)	-3.5	-0.1	1.2	-0.4	-4.4	-0.1	.	1.3	-20.8
O=C(Cc1c(O)c2ccccc2[nH]c1=O)NCc1ccccc1	2.5	i	1.6	-1.5	-7.1	.	.	-3.3	2.1
COc1cc(C(=O)N2CCCC(C)(C(=O)NS(=O)(=O)C3CC3)C2)cc(OC)c1OC (stereo unspecified)	-6.6	i	-0.2	.	6.1	4.5	0.0	.	.
CCC(C)(C)C1CCc2[nH]nc(C(=O)NCc3ccc(Cl)cc3)c2C1 (stereo unspecified)	-4.7	-0.6	-0.1	-0.4	-1.5	2.3	0.0	.	6.9
O=C(CNC(=O)c1cccs1)NCC(=O)OCC(=O)c1ccc([N+](=O)[O-])cc1	0.7	-0.6	0.5	-0.5	-6.2	-3.5	1.3	2.1	-15.3
O=C(O)c1cccc(N2C(=O)CSC2c2ccccc2)c1 (stereo unspecified)	-7.6	0.4	-2.6	-1.5	-1.2	-1.1	-0.8	-4.3	-1.3
O=C(OCc1ccccc1)N1CCC2CC1c1cc(N3CCOCC3)ccc12 (stereo unspecified)	1.3	-0.7	-0.3	-0.5	35.1	5.8	2.0	.	8.9
CCCNS(=O)(=O)c1ccc(C(=O)NCC2CCCO2)cc1 (stereo unspecified)	-6.5	i	-0.2	1.2	3.9	2.0	.	-2.9	-6.4
Cc1ccc(C)c(OCc2cc(C(=O)N3CCN(c4cnccn4)CC3)no2)c1	1.5	i	-0.9	-0.1	5.7	4.4	-1.1	2.5	0.6
CC(=O)N1CCN(CC(O)Cn2c3ccccc3c3ccccc32)CC1 (stereo unspecified)	6.9	i	0.7	0.4	5.1	1.9	1.4	0.6	6.9
CC1(C)Cc2ccccc2-c2nnc(SCC(=O)Nc3nc4ccccc4s3)n21	-5.1	-0.3	-0.3	0.2	13.9	4.0	.	4.5	-7.9
CC(=NCc1ccc2c(c1)OCO2)c1c(O)[nH]c(=O)[nH]c1=O	-2.1	-1.4	-0.6	-0.4	-2.5	20.2	.	-0.9	-16.7
Cn1cccc1C(=O)C(=O)Nc1ccc(Cl)cc1	1.3	i	-1.3	2.8	-4.4	-6.0	.	3.2	-12.4
C/C(CC(=O)Nc1ccccc1C)=N\NC(=O)Cc1csc(N)n1	-3.3	0.1	-0.4	-0.9	0.8	10.6	.	3.3	.
CCN(CC)S(=O)(=O)c1cccc(-c2nnc(SCCOc3ccc(Cl)cc3)o2)c1	-4.3	i	-0.3	-0.2	-5.6	-2.8	.	-3.2	-11.0
Cc1sc2nc(CN3CCCC3)nc(N3CCN(S(=O)(=O)c4cccs4)CC3)c2c1C	0.1	-0.2	?	2.1	15.0	0.2	.	-1.7	0.4
Cc1cccc(S(=O)(=O)NCC2CCCO2)c1 (stereo unspecified)	-0.8	.	-0.7	-0.4	9.0	2.3	.	-0.1	-8.3
O=C(Nc1nnc(-c2ccc(F)cc2)s1)C1CCN(S(=O)(=O)c2ccc(Cl)cc2)CC1	-2.2	-0.2	0.5	-0.7	-6.4	0.2	.	2.6	-1.6
O=C(COC(=O)CCC(=O)c1ccc2c(c1)OCCO2)NCc1ccc2c(c1)OCO2	0.6	-0.3	-0.2	-0.2	-1.0	-8.1	.	-0.7	-2.9
COC(=O)C1=C(c2cccc(OC)c2OC)C[C@@H]2CC[C@H]1N2C(=O)NC1CCCCC1	2.8	9.1	1.0	0.6	-5.8	-9.3	0.8	.	-6.8
Cn1c(=O)c2c(nc(NCCCO)n2C/C=C/c2ccccc2)n(C)c1=O	-3.9	i	0.5	-1.3	-2.1	4.6	.	-6.2	11.5
CN(Cc1ccccn1)C(=O)c1cc(COc2ccc(F)c(F)c2)on1	-8.7	-0.8	-0.2	.	10.4	-1.5	0.7	.	.
O=C(NC1CCCC1)C(c1ccccc1F)N(C(=O)c1ccco1)C1CCCC1 (stereo unspecified)	-0.9	.	0.2	-0.5	7.7	-2.8	.	2.5	-6.5
CCc1ccc(NC(=O)CSc2nc3c(c(=O)n(C)c(=O)n3C)n2C)cc1	-7.2	0.5	-1.1	0.1	7.6	-4.4	1.0	2.9	-16.6
CN(C)c1ccc(/C=C(\Cl)c2nc3ccccc3s2)cc1	1.5	-0.2	0.9	0.1	0.1	.	.	-2.8	-1.3
COc1ccc(/C=C/C(=O)c2c(O)c(OC)c3occc3c2OC)cc1	0.4	-0.4	-0.9	1.7	5.7	-5.1	3.0	0.4	-4.0
COc1ccccc1N1CCN(C(=O)C2CCN(S(=O)(=O)c3ccc(C)cc3)CC2)CC1	-5.8	-0.9	-0.8	1.9	20.0	7.6	1.2	0.6	-5.9
CN1OC[C@@H]2CN[C@H](c3ccc(-c4cccc(F)c4)cc3)C[C@@H]21	-5.7	i	-0.3	.	3.3	-8.2	1.4	.	.
NS(=O)(=O)c1ccc(CNC(=O)c2ccccn2)cc1	-2.7	0.1	0.2	1.8	5.4	-0.4	0.3	2.7	-5.9
CCN(CC)c1ncnc2c1ncn2[C@H]1CN(CCOC)C[C@@H](CO)O1	-0.8	i	0.1	.	-2.3	0.1	0.8	.	.
CCn1c(C(=O)N2CCC(C(=O)NCCCSC3CCCCC3)CC2)cc2sccc21	-10.1	-0.1	0.5	6.5	26.8	-4.5	-1.0	2.2	0.6
O=C(c1cccc(Cl)c1)N1CCC2(CC1)NCCc1[nH]cnc12	1.2	i	-0.1	0.6	1.6	-8.8	1.1	-0.6	-7.9
Cc1ccc(S(=O)(=O)N2CCCC2)cc1C(=O)NCc1ccccc1CN1CCCC1	-5.6	-0.3	-0.3	-0.3	-9.4	1.3	-0.1	.	1.6
COc1cccc(CNC(=O)[C@@H]2CCCN2C(=O)[C@@H]2CCCN2C(=O)c2cccc3ccccc23)c1	-5.9	.	-0.2	.	.	-0.6	0.3	.	.
Cc1nn(-c2ccccc2)c2sc(C(=O)N(Cc3ccco3)C(C)C(=O)NC(C)(C)C)cc12 (stereo unspecified)	-2.7	1.3	-0.8	1.5	41.8	7.5	.	2.2	-0.1
COc1ccccc1CCC(=O)Nc1cc(S(=O)(=O)N2CCCCC2)ccc1N1CCN(C)CC1	1.8	i	5.5	0.7	0.3	-6.8	0.2	.	-0.5

Arranged by length of the SMILES (lowest first): 15 of the compounds above
SMILES	Anthrax LF prot	Vc quorum ag	BoNT A protease	PfHsp40 rescue	Y pestis TopoI	PrPC surface inh	TcdB GH inh	SARS 3CLpro inh	SSB-PriA inh
NS(=O)(=O)c1ccc(CNC(=O)c2ccccn2)cc1	-2.7	0.1	0.2	1.8	5.4	-0.4	0.3	2.7	-5.9
CN(C)c1ccc(/C=C(\Cl)c2nc3ccccc3s2)cc1	1.5	-0.2	0.9	0.1	0.1	.	.	-2.8	-1.3
O=C(c1cccc(Cl)c1)N1CCC2(CC1)NCCc1[nH]cnc12	1.2	i	-0.1	0.6	1.6	-8.8	1.1	-0.6	-7.9
CN(Cc1ccccn1)C(=O)c1cc(COc2ccc(F)c(F)c2)on1	-8.7	-0.8	-0.2	.	10.4	-1.5	0.7	.	.
COc1ccc(/C=C/C(=O)c2c(O)c(OC)c3occc3c2OC)cc1	0.4	-0.4	-0.9	1.7	5.7	-5.1	3.0	0.4	-4.0
Cn1c(=O)c2c(nc(NCCCO)n2C/C=C/c2ccccc2)n(C)c1=O	-3.9	i	0.5	-1.3	-2.1	4.6	.	-6.2	11.5
CCN(CC)c1ncnc2c1ncn2[C@H]1CN(CCOC)C[C@@H](CO)O1	-0.8	i	0.1	.	-2.3	0.1	0.8	.	.
CCc1ccc(NC(=O)CSc2nc3c(c(=O)n(C)c(=O)n3C)n2C)cc1	-7.2	0.5	-1.1	0.1	7.6	-4.4	1.0	2.9	-16.6
CCn1c(C(=O)N2CCC(C(=O)NCCCSC3CCCCC3)CC2)cc2sccc21	-10.1	-0.1	0.5	6.5	26.8	-4.5	-1.0	2.2	0.6
O=C(COC(=O)CCC(=O)c1ccc2c(c1)OCCO2)NCc1ccc2c(c1)OCO2	0.6	-0.3	-0.2	-0.2	-1.0	-8.1	.	-0.7	-2.9
COc1ccccc1N1CCN(C(=O)C2CCN(S(=O)(=O)c3ccc(C)cc3)CC2)CC1	-5.8	-0.9	-0.8	1.9	20.0	7.6	1.2	0.6	-5.9
COc1ccccc1CCC(=O)Nc1cc(S(=O)(=O)N2CCCCC2)ccc1N1CCN(C)CC1	1.8	i	5.5	0.7	0.3	-6.8	0.2	.	-0.5
COC(=O)C1=C(c2cccc(OC)c2OC)C[C@@H]2CC[C@H]1N2C(=O)NC1CCCCC1	2.8	9.1	1.0	0.6	-5.8	-9.3	0.8	.	-6.8
Cc1nn(-c2ccccc2)c2sc(C(=O)N(Cc3ccco3)C(C)C(=O)NC(C)(C)C)cc12 (stereo unspecified)	-2.7	1.3	-0.8	1.5	41.8	7.5	.	2.2	-0.1
COc1cccc(CNC(=O)[C@@H]2CCCN2C(=O)[C@@H]2CCCN2C(=O)c2cccc3ccccc23)c1	-5.9	.	-0.2	.	.	-0.6	0.3	.	.

(more compounds)
SMILES	Anthrax LF prot	Vc quorum ag	BoNT A protease	PfHsp40 rescue	Y pestis TopoI	PrPC surface inh	TcdB GH inh	SARS 3CLpro inh	SSB-PriA inh
CC(=O)Nc1cccc(NS(=O)(=O)c2cccc3nsnc23)c1	-7.8	-1.6	-0.1	0.9	4.4	-24.3	.	-5.9	8.0
Nc1nc2ccccc2n1S(=O)(=O)c1ccc(Cl)cc1	5.0	-0.1	0.0	.	-5.2	20.4	4.5	.	.
O=C(Nc1cc2c3c(c1)CC(=O)N3CCC2)c1ccc(Cl)cc1	-3.6	i	2.7	0.6	1.4	-4.5	3.1	.	5.0
Cc1ccc(C)c(N2C(=O)CS/C2=N\NC(=O)c2ccccc2Cl)c1	-0.7	i	1.0	-1.3	-5.9	-5.1	.	2.8	.
Cc1cc(C)cc(NC(=O)CCN2CC(C)OC(C)C2)c1 (stereo unspecified)	-5.8	i	-1.6	-1.4	5.1	1.6	.	-1.9	-8.2
CCOC(=O)C1=CCN(S(=O)(=O)c2ccccc2F)C1c1ccccc1 (stereo unspecified)	2.3	.	0.2	.	.	4.6	2.3	.	.
Nc1nonc1-c1nc2ccccc2n1Cc1ccc(F)cc1	-2.6	-0.3	-0.9	0.2	18.4	0.4	.	3.5	-22.4
c1ccc(-c2cncnc2)nc1	5.2	0.6	-0.2	-0.1	-2.9	-3.0	0.0	.	-4.2
CN1C(=O)C(C)(C)c2cc(S(=O)(=O)N3CCN(c4ccccc4F)CC3)ccc21	2.6	i	0.5	-0.2	2.0	-7.8	1.2	-2.1	-2.1
O=C(O)CCc1ccc(-c2ccc(Br)cc2)n1-c1ccc(O)cc1	4.0	-1.2	2.6	2.3	-7.2	4.4	-1.1	2.6	-0.5
COc1ccc([C@H]2CC(=O)C[C@@H](CCn3cc(Cc4ccccc4)nn3)O2)cc1	-4.9	.	-0.3	.	.	5.9	-0.3	.	.
CCCCC(CC)COC(=O)CCCCC(=O)OCC(CC)CCCC (stereo unspecified)	-5.4	-0.3	0.3	0.1	?	-8.1	0.3	.	0.3
Cc1cc(NC(=O)CSc2nc(-c3ccccc3Cl)nc3c2c(=O)n(C)c(=O)n3C)no1	-2.7	-0.4	-1.3	-0.5	9.4	-3.9	0.7	0.6	3.7

High-throughput results: PubChem, several laboratories
